hcDAF12 agonist – H. contortus DAF-12 activation, primary screen | HEK293 hcDAF-12 lit1-tk-luc reporter, luminescence; 0% DMSO, 100% Δ7-dafachronic acid | activation, % at 6.8 µM | hit rate 1.4% among 370,000 | AID 652067;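 active = activation above the mean of all tested compounds plus 3 SD, cut at about 5.5% in these data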;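 also: 100% = response to 3 µM Δ7-dafachronic acid high control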
hgDAF-12 ag – agonists of H. glycines DAF-12 nuclear receptor; HEK293 GAL4-hgDAF12 UAS-luciferase reporter, agonist luminescence; normalized to butyrate control; activation, % at 6.8 µM; hit rate 1.8% among 370,000;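 active = activation above a cutoff set at the mean of all screened compounds plus 3 SD, cut at about 10% in these data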;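 also: 0% = DMSO wells and 100% = sodium butyrate wells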
DAX1 inh-1 – inhibitors of human orphan nuclear receptor DAX1 (NR0B1). P51843. HEK293 Gal4-DAX1 luciferase reporter, luminescence. inhibition, % at 6.75 µM. hit rate 0.99% among 340,000. AID 504766;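 active = inhibition above the mean over all tested compounds plus 3 SD, cut at about 4.2% in these data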;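 also: 0% = DAX1-transfected cells with DMSO and 100% = empty-vector control cells with DMSO; inhibition shows as a rise in luminescence from relieved DAX1 repression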
Target sequence (P51843 207-470 limits assumed): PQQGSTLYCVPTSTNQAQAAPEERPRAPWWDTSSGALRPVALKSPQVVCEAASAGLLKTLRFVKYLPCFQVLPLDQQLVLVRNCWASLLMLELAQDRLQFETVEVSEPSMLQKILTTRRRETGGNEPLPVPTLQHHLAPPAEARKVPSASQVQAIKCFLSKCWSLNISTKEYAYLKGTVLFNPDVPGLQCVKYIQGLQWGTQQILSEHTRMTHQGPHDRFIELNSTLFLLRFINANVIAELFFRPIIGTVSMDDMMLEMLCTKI
PG9 binder – PG9 antibody binding by small molecule. TR-FRET gp120-PG9 antibody binding. inhibition, % at 6.7 µM. hit rate 0.43% among 360,000; in the data active = inhibition above about 8.5%
HGIII-sPLA2 inh – Blocks human group III sPLA2 activity | Q9NZ20 | QFRET BODIPY PC-A2 liposome hydrolysis, fluorescence | inhibition, % at 12.2 µM | hit rate 0.56% among 370,000 | AID 743126;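 active = inhibition above mean plus 3 SD of compounds lying within the high and low control bounds, cut at about 19% in these data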;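 also: 0% = median of test compound wells and 100% = no enzyme DMSO wells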
PLCb3 inh – blocks human PLC-beta3 enzyme activity; Purified PLC-beta3, fluorogenic substrate, fluorescence; inhibition, % at 12.2 µM; hit rate 0.18% among 370,000; AID 720704; in the data active = inhibition above about 11%;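 also: 0% = median of compound wells on plate and 100% = full blocker control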
FXN GAA850 act – activators of GAA850 frataxin (FXN) promoter; HEK293 lucGAA850 FXN promoter luciferase reporter, 24 h; percent of 10 µM SAHA response; activation, % at 6 µM; hit rate 0.56% among 360,000; AID 540364;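 active = activation above the average of all compounds screened plus 3 SD, cutoff fixed separately per campaign, cut at about 7.5% in these data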;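 also: 0% = DMSO wells and 100% = 10 µM SAHA wells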
Rev-erbA mod – modulators of human Rev-erb alpha DNA binding. Rev-erbα–FITC-DNA binding, fluorescence polarization, 90 min. activity, % at 10 µM. hit rate 0.79% among 370,000. AID 1259318;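 active = activity above about 14%, limit read from the data; passing the limit was not always enough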;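 also: 0% = DMSO wells with 35 nM protein and 100% = DMSO wells with 750 nM protein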
Target sequence (P20393 whole entry, looked up): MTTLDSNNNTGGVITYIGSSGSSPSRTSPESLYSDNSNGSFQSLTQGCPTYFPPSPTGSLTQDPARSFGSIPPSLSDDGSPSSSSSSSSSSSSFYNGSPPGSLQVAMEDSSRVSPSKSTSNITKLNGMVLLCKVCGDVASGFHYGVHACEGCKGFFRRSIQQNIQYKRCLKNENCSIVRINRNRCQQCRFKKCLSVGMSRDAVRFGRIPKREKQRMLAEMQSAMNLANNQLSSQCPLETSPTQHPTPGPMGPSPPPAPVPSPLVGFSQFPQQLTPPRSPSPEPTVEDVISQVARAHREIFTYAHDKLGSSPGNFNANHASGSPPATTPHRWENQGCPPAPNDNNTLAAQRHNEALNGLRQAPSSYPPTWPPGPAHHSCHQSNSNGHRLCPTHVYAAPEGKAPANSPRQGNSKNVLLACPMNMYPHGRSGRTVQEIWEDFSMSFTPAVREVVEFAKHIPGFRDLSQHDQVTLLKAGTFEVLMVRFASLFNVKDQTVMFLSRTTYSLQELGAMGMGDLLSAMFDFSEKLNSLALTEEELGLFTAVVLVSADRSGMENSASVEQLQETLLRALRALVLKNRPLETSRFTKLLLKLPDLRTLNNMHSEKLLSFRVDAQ
DAX1 inh-2 – blocks DAX1 repression of SF-1 activated StAR promoter; AID 652010; HEK293T StAR-luciferase reporter, SF-1/DAX-1 repression relief; hit rate 1.1% among 370,000; inhibition, % at 6.8 µM;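 active = inhibition above the mean over all tested compounds plus 3 SD, cut at about 3.6% in these data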;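 also: 0% = DAX-1 cells with DMSO and 100% = cells lacking DAX-1 with DMSO; higher inhibition means more luminescence from relief of DAX-1 repression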
SMARCA2 act – SMARCA2 function activation, primary screen; AID 652017; MG213 cells, MMTV-luciferase reporter, dexamethasone, overnight; hit rate 1% among 370,000; activation, % at 9.1 µM; in the data active = activation above about 7.8%;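 also: 0% = vehicle wells and 100% = reference activator wells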
ssDAF-12 act – S. stercoralis DAF-12 activation, primary screen | HEK293 ssDAF-12/GRIP1 lit1-tk-luc reporter, luminescence; % of 3 µM dafachronic acid response | activation, % at 6.8 µM | hit rate 1% among 370,000 | AID 652126;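 active = activation above the mean over all tested compounds plus 3 SD, cut at about 0.9% in these data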;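 also: 0% = DMSO-only wells and 100% = 3 µM delta7-dafachronic acid wells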
Numbers without * were called inactive; . = not tested or not shown.

SMILES	hcDAF12 agonist	hgDAF-12 ag	DAX1 inh-1	PG9 binder	HGIII-sPLA2 inh	PLCb3 inh	FXN GAA850 act	Rev-erbA mod	DAX1 inh-2	SMARCA2 act	ssDAF-12 act
Cc1nn(C)c(C(=O)N/N=C/c2ccccn2)c1[N+](=O)[O-]	0.9	0.8	0.4	-0.7	3	-3	0.5	3	0.9	-1	-0.3
CCCCCC/C=C/c1ccc([C@H]2[C@H]3C=CC[C@@H](C)[C@@H]3C(=O)N2Cc2ccccc2)c(F)c1	-1.1	-0.2	0.4	0.2	-1	1	-1.5	4	-0.3	2	-1.1
CC(=O)N(O)c1ccc(C=Cc2ccccc2)cc1	4.3	5.5	.	-1.8	-21	-117	.	2	-0.4	4	-0.9
Cc1ccc(C(=O)NCCCN2CCOCC2)cc1Cl	1.1	0.3	0.6	-2.6	15	-7	2.7	-6	0.2	-1	-0.8
COc1cccc(Oc2nc(-c3ccccc3O)nc3ccccc23)c1	4.3	-0.8	-0.7	1.3	9	-1	1.6	-5	0.2	-1	-0.3
CC1(C(=O)NS(=O)(=O)c2ccc(Cl)s2)CCN1C(=O)C1CCCCC1 (centres undefined)	-0.9	-0.4	.	-0.5	-2	3	-1.1	6	-0.7	1	-0.8
CCN(CC)CCCN(Cc1cc2cc3c(cc2[nH]c1=O)OCO3)C(=S)NC	-2.1	0.2	0.4	-0.8	3	-28	2.5	3	-0.1	-2	-0.9
O=C(c1ccccc1)c1cc2ccccc2o1	0.8	7.4	0.0	0.2	4	0	5.7	6	0.5	4	0.3
Cc1ccsc1/C=N\NC(=O)c1cc(C(C)(C)C)[nH]n1	2.4	11*	2.4	0.7	3	-5	4.9	0	2.5	5	-0.7
CCN(Cc1ccc2c(c1)OCCO2)S(=O)(=O)c1ccc(NC(C)=O)cc1	-1.4	-1.5	-0.6	0.0	-9	-3	2.6	-3	0.3	-2	-1.1
C[C@H](CO)N1C[C@H](C)[C@@H](CN(C)S(=O)(=O)c2cccs2)Oc2ccc(NS(=O)(=O)c3cn(C)cn3)cc2C1=O	-2.0	0.2	0.3	0.0	-2	1	0.8	-1	-0.3	-1	-0.8
C=CCN=C(NC#N)SCCc1ccccc1	-1.0	1.6	-0.4	-0.5	0	5	3.2	-1	-0.7	-1	-1.0
O=C(O)CN(c1ccccc1[N+](=O)[O-])S(=O)(=O)c1ccccc1	-0.8	5.7	1.2	-2.3	0	1	1.6	7	0.3	-2	0.0
CC1C(=O)N(Cc2cn(CCC3OCCCO3)nn2)CCS(=O)(=O)N1Cc1ccc(-c2ccc(F)cc2)cc1 (centres undefined)	-1.9	-4.2	0.6	0.0	-13	1	-0.6	-8	-1.7	-5	-0.8
CSC1=C(C#N)C(c2ccccc2Cl)C2=C(N1)c1ccccc1C2=O (centres undefined)	3.0	-0.2	0.1	-0.3	2	-4	1.4	62*	0.2	-3	0.1
O=C(C[C@H]1C[C@H]2c3cc(NS(=O)(=O)c4ccc(F)cc4)ccc3O[C@H]2[C@H](CO)O1)NCc1ccncc1	0.0	1.0	0.2	0.6	5	1	-1.8	-10	-0.4	-3	-1.4
CN1c2ccccc2C2(C)CCCC3=Cc4cccc([N+](=O)[O-])c4OC312 (centres undefined)	-3.2	-0.2	2.2	0.3	0	1	1.3	4	-0.8	-2	-1.7
c1nnc(NCNc2nncs2)s1	1.4	-0.1	0.3	-2.7	-5	0	1.2	0	-0.8	1	-1.2
c1ccc(-c2ccc(-c3[nH]ncc3CN3CCC(N4CCSCC4)CC3)cc2)cc1	2.1	3.9	0.6	-0.1	1	-1	1.6	1	1.4	-1	-0.4
C[C@]12C=CC(=O)C=C1CC[C@@H]1[C@@H]2C(=O)C[C@@]2(C)[C@H]1CC[C@]2(O)C(=O)COC(=O)CCC(=O)O	-0.8	-0.7	-2.1	-0.7	1	-3	2.7	-7	0.0	-1	-1.3
CCn1c(Cc2cccs2)nnc1SCC(=O)Nc1ccccc1-c1ccccc1	-3.8	0.3	.	.	-6	3	.	5	-0.7	3	-1.4
O=C(C1CCCN(Cc2cccs2)C1)N1CCCCCC1 (centres undefined)	-1.2	2.7	-0.7	-0.9	8	-1	-0.2	6	0.4	0	-1.0
O=C1Nc2ccc([N+](=O)[O-])cc2OC1CCN1CCCC1 (centres undefined)	0.5	1.1	2.2	0.8	3	-1	-0.6	5	-1.1	-1	-1.1
Cc1nn(Cc2ccccc2)c(=O)c2nn(-c3ccc(Cl)cc3)c(C)c12	-0.8	-1.0	-1.1	-0.9	-2	1	6.3	4	-0.1	2	-1.4
O=[N+]([O-])c1ccc(C2CCCC/C2=N/OCc2ccccc2F)c([N+](=O)[O-])c1 (centres undefined)	-1.0	-0.4	0.5	1.0	4	-2	-0.5	-5	0.8	2	-1.2
COCCCN1C(=O)c2ccc(C(=O)Nc3ccc(OC)cc3OC)cc2C1=O	-1.5	1.0	-0.1	-3.1	10	4	1.2	1	0.6	2	-1.4
N/C(=N\c1nc2ccccc2o1)NC(=O)C(Cc1ccccc1)N1C(=O)c2ccccc2C1=O (centres undefined)	-3.0	-2.5	-1.7	1.0	-16	0	-2.4	-3	0.7	0	-0.9
CCc1ccc(NC(=O)C2CCN(S(=O)(=O)c3ccc4c(c3)NC(=O)CO4)CC2)cc1	-2.2	-4.2	-0.5	-1.1	-42	-9	-0.1	6	-0.8	-4	-1.4
Cc1ccc(C(=O)NNC(=O)c2ccc(NS(=O)(=O)c3cccs3)cc2)s1	-2.3	-0.2	0.2	1.4	-4	-12	-0.6	-2	-0.2	-1	-0.7
CC1CCCCC12NC(=O)N(CC(=O)OCC(=O)Nc1ccc(F)cc1[N+](=O)[O-])C2=O (centres undefined)	0.6	-0.7	-1.3	-0.7	-2	1	-0.5	2	0.0	-2	0.1
Cc1cc(Br)ccc1SCC(=O)N1CCN(S(=O)(=O)c2ccccc2)CC1	0.5	-2.0	0.2	-1.4	-29	-1	-2.6	4	-0.5	-3	-1.4
O=S(=O)([O-])CCC[n+]1c(SCCCS(=O)(=O)O)sc2ccc(Cl)cc21	0.2	-2.4	1.3	-1.9	-2	4	-0.1	-7	-0.2	1	-0.9
Cc1cn(-c2ccccc2)c(C)c1/C=N\Nc1nc(N2CCOCC2)nc(N2CCOCC2)n1	-2.7	-2.4	-0.5	-5.1	-7	-19	1.5	4	0.5	1	-2.1
O=C(NCc1cccnc1)C1c2ccccc2C(=O)N1C1CCCCCC1 (centres undefined)	0.6	-1.2	-0.8	0.1	3	6	0.8	-6	-0.3	2	-0.6
COC1=CC(=Cc2c(N)n3nc(CC(=O)N4CCCCC4)sc3nc2=O)C=C(OC)C1=O	1.1	1.3	0.9	-5.2	-22	-48	-1.1	8	0.0	-1	-0.8
COc1ccccc1CC(=O)NCCN1CCCCC1	-0.3	-0.5	1.4	1.7	3	-6	0.1	-8	-0.4	-1	-1.1
CCOc1ccc(CCNC(=O)COC(=O)c2ccc(OC(C)C)cc2)cc1OCC	1.0	-0.9	-0.9	-1.0	0	2	-0.1	-6	-2.1	0	-1.3
Cc1ccccc1S(=O)(=O)N1CCCc2nc(-c3ccc(F)cc3)ccc21	-0.6	-1.5	.	-0.7	2	-2	.	-2	-0.7	-8	-1.1
COc1ccc(N2CCN(C(=O)COC(=O)c3ccc(CSC)o3)CC2)cc1	0.7	1.6	0.1	0.2	7	-2	0.0	6	-0.4	-3	-0.8
CC(C)(C)C(=O)CSc1nc(N)cc(=O)[nH]1	-1.6	0.5	1.4	0.5	-6	3	2.4	-6	-0.3	0	-0.9
Cc1nc(SCC(=O)Nc2ccccc2C(F)(F)F)c2c(=O)n(C)c(=O)n(C)c2n1	-1.2	-0.7	0.1	1.6	11	0	-1.0	-3	-0.3	-2	-1.1
CC1=C(C(=O)N(C)C)CC(CC(=O)NCCc2ccccn2)C(=O)N1Cc1ccc(C(C)(C)C)cc1 (centres undefined)	0.2	2.1	1.6	1.1	9	-3	0.6	1	-0.6	-2	-1.1
O=C(Nc1ccc(F)cc1)Nc1ccccc1F	2.9	11*	-0.3	-2.1	2	3	1.9	-2	1.0	4	-0.8
CCOc1cc(Cl)c(NC(=O)c2ccco2)cc1OCC	-2.5	-1.7	-0.6	-0.5	-4	4	-3.1	-4	-0.6	-2	-1.3
CCOC(=O)CSC1=C(C#N)C(c2ccccc2)C(C(C)=O)=C(C)N1 (centres undefined)	-1.7	-0.1	-1.0	1.6	2	-8	1.1	1	0.2	-2	-1.7
CCOC(=O)[C@]12CCC=C1N(Cc1cccc3ccccc13)C(=O)[C@H](CC(=O)N1CCN(C(=O)C3CC3)CC1)C2	-0.6	-1.0	.	0.9	-11	1	.	4	-1.1	0	-0.9
CCOc1ccc(CCNC(=O)c2ccccn2)cc1OCC	-1.4	-1.1	.	.	1	2	.	3	.	.	-1.7
O=C(Cn1cnc2c(cnn2-c2ccccc2)c1=O)OCc1ccccc1	0.5	3.1	2.4	-0.3	0	-1	3.9	-3	1.1	2	-1.2
Cn1c(Oc2cccnc2CN2CCCC2)nc2cc(-c3cccc(C(F)(F)F)c3)sc2c1=O	1.3	8.3	.	1.9	-26	-26	-0.5	3	2.2	-3	-1.1
COc1ccc(NC(=S)Nc2ccc(C)c(Cl)c2)cc1OC	1.5	2.0	-0.5	-2.5	1	-9	-0.5	3	0.1	-1	-1.1
Cc1cc(C)cc(NCc2ccncc2)c1	-3.1	0.9	0.1	0.0	7	-5	-0.4	0	-0.2	-2	-0.8
Cc1ccccc1NC(=O)CN1C(=O)C2C3CC(C(Br)C3Br)C2C1=O (centres undefined)	1.4	5.7	-0.5	-1.2	-13	1	-1.2	-3	-0.2	-3	-1.3
COCCCNc1ccn2nc(-c3cccc(OCc4ccccc4)c3)cc2n1	-1.7	1.3	.	1.5	-31	-144	2.4	3	-2.0	-2	-1.5
COC(=O)c1c(NC(=O)C2c3ccccc3Oc3ccccc32)sc(C)c1C	-0.1	3.0	-0.7	-1.1	5	3	-0.6	-2	-0.2	1	-1.3
CCN(C(=O)CSc1n[nH]c(-c2ccc(OC)cc2)n1)c1c(N)n(Cc2ccccc2)c(=O)[nH]c1=O	2.4	1.5	0.9	1.5	0	-7	0.8	2	0.1	3	-1.1
CCn1c(CNc2ccccc2Cl)nnc1SCC(=O)OC1CCCCC1	0.5	0.2	0.2	1.0	-10	2	0.7	1	1.3	1	-1.8
CC(=O)NC(CC(=O)Nc1ccc(S(=O)(=O)NC2=NCCCCC2)cc1)c1ccccc1 (centres undefined)	-0.1	0.1	0.1	-0.2	2	1	-0.9	-3	0.8	-1	-0.6
COC(=O)c1ccc(C(=O)OC)c(NC(=O)COC(=O)C2CCC(C(C)(C)C)CC2)c1 (centres undefined)	-0.1	-0.1	-0.5	0.4	0	-3	-0.7	-1	-0.3	-1	-0.7

Assay outcomes: PubChem, several laboratories
